Wnt bcat act – activators of Wnt/beta-catenin signaling. actives 1.2% (n = 300,000). Wnt/beta-catenin reporter cell assay, activator, plate reader. activation, % at 9.35 µM; in the data active = activation above about 30%, passing the limit was not always enough; inconclusive = no clear call, values can overlap the other calls;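 also: 0% = neutral control wells and 100% = positive control wells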
dFosB activator – activators of mouse delta FosB homodimer | purified delta FosB, TAMRA-CDK5 oligo fluorescence polarization; percent of positive-control signal above neutral wells | activation, % at 25 µM | actives 0.99% (n = 340,000) | P13346 | AID 493131;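 active = mean activation above about 17%, with every replicate also reaching it, limit read from the data, passing the limit was not always enough; inconclusive = only one of the two conditions met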;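 also: fluorescence polarization rise as delta FosB binds a TAMRA Cdk5 AP-1 oligo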
MITF act – activators of MITF-driven TRPM1 promoter activity in SK-MEL-5 cells; actives 0.75% (n = 300,000); SK-MEL-5 TRPM1-promoter luciferase, 24 h; % of positive control, neutral wells = 0; activation, % at 12.5 µM; AID 588334;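 active = mean activation of at least 80% with every replicate also reaching 80%; inconclusive = mean reaches 80% but some replicate falls short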;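 also: 0% = neutral control wells and 100% = parthenolide positive control wells; values of inactives mirror those of a sister screen read the other way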
PvdQ acylase – blocks Pseudomonas aeruginosa PvdQ acylase activity. inhibition, % at 10 µM. actives 0.063% (n = 340,000). purified PvdQ acylase, fluorescence plate reader; in the data active = inhibition above about 30%, passing the limit was not always enough; inconclusive = no clear call, values can overlap the other calls;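 also: 0% = vehicle neutral wells and 100% = reference inhibitor wells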
V-ATPase pHluor – alters yeast V-ATPase proton transport | response, % at 10 µM | actives 0.37% (n = 350,000) | S. cerevisiae, pHLuorin cytosolic pH fluorescence; in the data active = response mostly above about 7.3%, no sharp cut-off; inactive = mostly below about 5.4%; also: actives read high; inactives centre near 0; some compounds called inactive have numbers as strong as hits; reference of the scale not given here
HTR5A inv ctr – inverse agonist of human HTR5A in OPRM1-OPRD1 counter-screen. P47898. HTR5A cell line, luminescence, inverse agonism. inhibition, % at 9.3 µM. actives 0.083% (n = 340,000). AID 504634; in the data active = inhibition mostly above about 23%, no sharp cut-off; inactive = mostly below about 18%;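 also: 0% = cells with DMSO and 100% = no-cell wells with DMSO; some compounds called inactive have numbers as strong as hits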
SR-BI HDL uptake – mouse SR-BI HDL lipid transfer inhibition | ldlA[mSR-BI] CHO cells, DiI-HDL uptake fluorescence, 3 h | actives 0.96% (n = 320,000) | AID 488896 | inhibition, % at 12.5 µM | Q61009;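 active = mean replicate inhibition of at least 70% and a set share of replicates each scoring 70 or more; inconclusive = meets just one of the two criteria; inactive = fails both criteria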;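 also: 0% = median of neutral control wells and 100% = median of positive control wells; values of inactives mirror those of a sister screen read the other way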
HTR5A ag – HTR5A agonism, opioid heterodimer counter-screen. P47898. HTR5A agonist assay, luminescence, cell-based. activation, % at 9.3 µM. actives 0.61% (n = 340,000). AID 504692; in the data active = activation mostly above about 9.5%, no sharp cut-off; inactive = mostly below about 7.6%;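 also: 0% = cells with vehicle only and 100% = reference agonist; strong numbers were not always called active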
NSD2 inh – NSD2 (human) methyltransferase inhibition | NSD2 peptide methylation, AlphaScreen, 120 min | O96028 | actives 0.54% (n = 310,000) | inhibition, % at 12.5 µM; in the data active = inhibition above about 50%
Target sequence (O96028 whole entry, looked up): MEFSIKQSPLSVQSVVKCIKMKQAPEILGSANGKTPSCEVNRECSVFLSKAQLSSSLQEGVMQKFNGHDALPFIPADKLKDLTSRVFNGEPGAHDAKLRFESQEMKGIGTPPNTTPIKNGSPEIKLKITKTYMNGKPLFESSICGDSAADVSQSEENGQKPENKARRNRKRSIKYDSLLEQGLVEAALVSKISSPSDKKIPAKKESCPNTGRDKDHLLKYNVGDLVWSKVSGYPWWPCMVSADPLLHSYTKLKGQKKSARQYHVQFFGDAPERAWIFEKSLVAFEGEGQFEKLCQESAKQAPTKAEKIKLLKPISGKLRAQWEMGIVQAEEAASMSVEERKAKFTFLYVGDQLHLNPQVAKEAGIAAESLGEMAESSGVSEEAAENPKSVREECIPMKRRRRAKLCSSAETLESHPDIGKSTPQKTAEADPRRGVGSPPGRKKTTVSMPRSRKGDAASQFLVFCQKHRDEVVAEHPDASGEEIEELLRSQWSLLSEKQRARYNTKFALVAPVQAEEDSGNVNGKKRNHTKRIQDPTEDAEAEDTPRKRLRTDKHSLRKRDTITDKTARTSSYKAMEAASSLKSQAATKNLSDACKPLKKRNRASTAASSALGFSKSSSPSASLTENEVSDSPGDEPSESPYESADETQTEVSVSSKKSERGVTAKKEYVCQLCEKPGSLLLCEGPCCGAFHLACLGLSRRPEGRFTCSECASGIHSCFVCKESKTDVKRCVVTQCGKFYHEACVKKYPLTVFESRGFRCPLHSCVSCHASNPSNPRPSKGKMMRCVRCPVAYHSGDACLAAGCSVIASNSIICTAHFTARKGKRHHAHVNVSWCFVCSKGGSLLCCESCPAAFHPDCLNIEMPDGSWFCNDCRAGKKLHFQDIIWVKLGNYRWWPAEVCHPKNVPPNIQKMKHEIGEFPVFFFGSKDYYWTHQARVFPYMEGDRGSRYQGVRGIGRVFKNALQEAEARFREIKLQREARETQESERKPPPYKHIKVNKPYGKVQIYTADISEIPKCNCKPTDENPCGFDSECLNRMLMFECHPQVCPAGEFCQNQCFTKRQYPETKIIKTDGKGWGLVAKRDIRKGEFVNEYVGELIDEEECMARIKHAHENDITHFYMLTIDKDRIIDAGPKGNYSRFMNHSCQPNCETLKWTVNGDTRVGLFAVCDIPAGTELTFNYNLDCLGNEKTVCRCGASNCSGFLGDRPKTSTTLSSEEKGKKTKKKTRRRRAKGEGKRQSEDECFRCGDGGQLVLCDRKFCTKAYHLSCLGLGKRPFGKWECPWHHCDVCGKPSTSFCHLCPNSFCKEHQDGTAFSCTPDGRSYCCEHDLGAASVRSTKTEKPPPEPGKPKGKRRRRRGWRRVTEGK
CDK5 inh – CDK5/p35 (human) kinase inhibition; Recombinant CDK5/p35, ADP-Glo luminescence, 60 min; actives 0.01% (n = 330,000); AID 488839; inhibition, % at 10 µM;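 active = highest replicate inhibition of at least 50% and at least 75% of replicates reaching 50%; inconclusive = only one of the two criteria met; inactive = both criteria failed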;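 also: plate controls were DMSO neutral control for no effect and GW8510 at 10 µM for full effect; many of its hits are not listed in these tables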
Numbers without * were called inactive; ? = inconclusive; / = not tested or not shown. Compounds were not picked by outcome; any-hit rate near 5%.

SMILES | Wnt bcat act | dFosB activator | MITF act | PvdQ acylase | V-ATPase pHluor | HTR5A inv ctr | SR-BI HDL uptake | HTR5A ag | NSD2 inh | CDK5 inh
O=C(c1nc2ccccn2c1CN1CCN(c2ccccc2O)CC1)N1CCCC1 | 0 | -2 | 1 | 12 | -1 | 1 | -8 | 0 | 0 | -0.3
Cc1ccc(C(C)C)c(OCC(=O)Nc2ccc(N3CCOCC3)cc2N2CCOCC2)c1 | -8 | -12 | 1 | -11 | 1 | -2 | 36 | 0 | 7 | 0.4
COC(=O)c1sc(-c2ccc(Cl)cc2)cc1N | 0 | -6 | / | -9 | 6 | / | 22 | / | 0 | 1.0
CC1CC(C)CN(C(=O)c2cc(-c3ccccn3)nc3ccccc23)C1 (centres undefined) | -1 | 1 | 15 | -6 | -3 | 5 | -21 | -2 | / | -0.5
O=C(Nc1ccccc1)C1CCCCC1 | / | -3 | -13 | -8 | 7 | -4 | 4 | 2 | -4 | 1.9
Cc1ccc(NC(=O)c2cc(NC(=O)C3CC=CCC3C(=O)O)ccc2N2CCOCC2)cc1 (centres undefined) | / | -6 | 10 | -4 | 2 | -12 | 7 | 4 | 0 | -2.8
CCC(C(=O)OCC(=O)Nc1ccc(Cl)c(S(=O)(=O)N(C)C)c1)c1ccccc1 (centres undefined) | 7 | -4 | -3 | 3 | -3 | -6 | 39 | 7 | 2 | 0.2
Cc1cc(N)c2ccccc2n1 | 0 | 5 | -4 | -6 | 0 | 12 | 9 | 0 | 3 | -0.6
c1ccc(-c2noc(-c3ccc4c(c3)OCO4)n2)nc1 | / | -6 | -91 | -12 | 2 | -4 | -11 | 1 | / | 3.4
Cc1cc(N)n(-c2ccc([N+](=O)[O-])cc2)n1 | 0 | -5 | -8 | 14 | 4 | 0 | 1 | 0 | 41 | -1.9
Oc1ccccc1C1=Nc2ccccc2N=C(c2ccco2)C1 | / | -7 | -14 | -8 | 4 | -13 | 22 | 2 | 9 | 0.1
CN(C(=S)NC(=O)/C=C/c1ccc(F)cc1)C1CCCCC1 | -1 | 0 | -3 | -4 | 1 | 4 | 8 | -1 | 0 | -3.5
CC1(C)CC(=O)C=C(c2cccc(CO)c2)C1 | -3 | -4 | -3 | -19 | 0 | 7 | -13 | -3 | / | -3.0
Cc1cc(C(=O)N/N=C/c2ccc(C)s2)n[nH]1 | 7 | 5 | 31 | -4 | 4 | 10 | -14 | -4 | -5 | -1.0
O=C(C[C@H]1C/C=C\CC[C@@H](Cc2ccc(F)cc2)C(=O)O[C@@H](c2ccccc2)CNC1=O)N[C@H](CO)Cc1ccccc1 | 2 | 2 | 6 | 8 | 2 | 7 | 8 | 3 | / | 0.8
O=C(Nc1nccs1)c1cc(N2CCOCC2)nc2ccccc12 | / | -7 | -17 | -7 | 2 | 9 | 8 | -3 | -17 | -1.6
Cc1ccc(-c2nc(NCc3ccco3)c3ccccc3n2)cc1 | 15 | 11 | 16 | -1 | -3 | 0 | -18 | 0 | -3 | 0.6
Cc1c(NC(=O)c2ccc(NS(=O)(=O)c3ccccc3)cc2)c(=O)n(-c2ccccc2)n1C | -1 | 0 | 4 | 2 | 0 | 2 | -10 | 2 | -1 | 1.2
Cc1ccc(OCC(=O)N2CCN(S(=O)(=O)c3ccc(Cl)cc3)CC2)c([N+](=O)[O-])n1 | -4 | -6 | -5 | -2 | 0 | -7 | -31 | 0 | 0 | -4.0
CC(C)(C)c1ccc(OCCNC(=S)Nc2ccccc2)cc1 | 0 | -11 | -7 | -15 | -3 | -7 | 9 | 3 | -2 | 2.0
O=C(NC(=S)Nc1cccc([N+](=O)[O-])c1)C1CCCCC1 | 3 | -4 | 30 | -14 | -1 | 3 | 19 | -6 | -3 | 0.7
CCOc1ccc(NC(=O)CN2C(=O)CSc3ccc(S(=O)(=O)N4CCCC4)cc32)cc1 | -4 | -4 | 0 | -12 | 2 | 7 | 26 | -2 | 1 | 2.6
COC(=O)c1ccc(SCC(=O)NCc2ccccc2)c([N+](=O)[O-])c1 | 0 | -3 | 0 | -6 | -1 | 0 | -29 | 0 | 1 | -1.4
CC(=O)Nc1cccc2c1C(=O)N(c1cccc(C)c1)C2=O | 4 | 4 | -13 | -8 | -1 | -21 | -1 | 3 | 8 | 1.4
CN(Cc1cccc(F)c1)CC(O)COCc1ccccc1Cl (centres undefined) | 0 | -2 | -13 | -7 | 1 | -29 | -21 | 1 | 4 | -1.5
O=[N+]([O-])c1cc(S(=O)(=O)Nc2ccc(Cl)cc2)ccc1N/N=C/c1ccncc1 | -6 | 8 | 6 | 3 | 0 | -5 | 72* | 2 | 0 | -0.4
CC(C)CCNC(=O)C1CCCCN1S(=O)(=O)c1ccc(F)cc1 (centres undefined) | -2 | 0 | -2 | -12 | 0 | -11 | -33 | 0 | 24 | 0.5
Cc1cc(-c2cc(-c3ccccc3)on2)nc(NCC2CC2)n1 | 1 | 3 | 35 | 6 | -3 | -5 | 52 | 2 | / | -2.7
Cc1cc(=O)[nH]c(SCC(=O)/C=C2\N(C)c3ccccc3C2(C)C)n1 | / | ? | -10 | -13 | 2 | -39 | -19 | 16 | 3 | -0.5
COc1ccc(NS(=O)(=O)c2cccc3nsnc23)cc1OC | / | 5 | 1 | -7 | -2 | -9 | -10 | 3 | 28 | 1.7

As entered above.
dFosB activator, O=[N+]([O-])c1cc(S(=O)(=O)Nc2ccc(Cl)cc2)ccc1N/N=C/c1ccncc1 reads 8
SR-BI HDL uptake, CC(C)CCNC(=O)C1CCCCN1S(=O)(=O)c1ccc(F)cc1 (centres undefined) reads -33

The results go on.
SMILES | Wnt bcat act | dFosB activator | MITF act | PvdQ acylase | V-ATPase pHluor | HTR5A inv ctr | SR-BI HDL uptake | HTR5A ag | NSD2 inh | CDK5 inh
Cc1ccccc1-c1noc(C23CC4CC(CC(C4)C2)C3)n1 | 7 | -3 | 5 | -13 | 8 | -2 | -7 | 0 | 63* | 0.2
COc1ccc(CCNC(=O)Cn2cnc3c(cnn3-c3ccccc3Cl)c2=O)cc1OC | / | 1 | -5 | -2 | 0 | -61 | 24 | -3 | -2 | 1.6
O=C(c1ccco1)N1CCN(C(=O)C2CCCO2)CC1 (centres undefined) | / | 3 | -4 | 1 | 3 | -10 | 1 | 3 | 0 | -1.6
Cc1cccc(C)c1NC(=O)CN(C)CC(=O)c1c(N)n(Cc2ccccc2)c(=O)n(C)c1=O | -2 | -4 | 1 | 6 | -1 | -5 | -19 | 2 | 1 | 0.8
CCN(CC)S(=O)(=O)c1ccc(Cl)c(NC(=O)COC(=O)c2cccn2C)c1 | -4 | -8 | 5 | -4 | -2 | -42 | 19 | -1 | -2 | 0.5
COC(=O)c1sccc1S(=O)(=O)Nc1ccc(C)cc1 | 1 | -5 | -1 | -10 | 2 | -4 | -1 | -1 | 1 | 0.6
CC1CC(NC(=O)/C=C/C(=O)O)CC(C)(C)C1 (centres undefined) | -1 | -10 | -3 | -5 | -7 | 2 | -17 | -1 | 1 | -1.6
CN(C)CCCNC(=S)N(Cc1cccs1)Cc1cc2cc3c(cc2[nH]c1=O)OCCO3 | 4 | 32* | 12 | -5 | -2 | -7 | 4 | 3 | 1 | 1.0
NC(=S)C(c1ccccc1)c1ncc(C(F)(F)F)cc1Cl (centres undefined) | 1 | -4 | -14 | 7 | -2 | -31 | -28 | 8 | -1 | 0.5
O=C(c1ccco1)N1CCN(C(=O)c2nn3cccnc3c2Cl)CC1 | / | -3 | 3 | -11 | -2 | -13 | -20 | 0 | 5 | 0.5
N#CC1(Nc2cccc(Cl)c2)CCCC1 | -5 | 1 | -2 | 23 | -1 | -5 | 26 | 1 | -2 | -0.3
CC1CC(C)CN(CCC(=O)Nc2cccc(Cl)c2)C1 (centres undefined) | / | 2 | 14 | -13 | 1 | -13 | -29 | 2 | 8 | -2.5
O=C(Nc1ccccc1O)c1ccccc1O | / | -1 | 19 | 8 | -4 | 1 | 2 | -6 | 0 | -1.6
Cc1ccc(S(=O)(=O)N(CC(=O)Nc2ccccc2)C(=O)N2CCN(C)CC2)cc1 | 0 | -3 | 8 | 12 | -2 | 10 | -2 | -4 | 5 | 2.8
OC(CNCc1ccc2c(c1)OCO2)COc1ccc(F)cc1 (centres undefined) | -1 | -8 | -18 | -8 | -4 | -36 | 2 | -1 | 0 | 1.0

4 entries already listed, ordered by the number in PvdQ acylase, largest number first:
SMILES	PvdQ acylase
Cc1ccc(S(=O)(=O)N(CC(=O)Nc2ccccc2)C(=O)N2CCN(C)CC2)cc1	12
NC(=S)C(c1ccccc1)c1ncc(C(F)(F)F)cc1Cl (centres undefined)	7
CN(C)CCCNC(=S)N(Cc1cccs1)Cc1cc2cc3c(cc2[nH]c1=O)OCCO3	-5
OC(CNCc1ccc2c(c1)OCO2)COc1ccc(F)cc1 (centres undefined)	-8

(further entries)
SMILES | Wnt bcat act | dFosB activator | MITF act | PvdQ acylase | V-ATPase pHluor | HTR5A inv ctr | SR-BI HDL uptake | HTR5A ag | NSD2 inh | CDK5 inh
COC(=O)c1c(C)[nH]c(C(=O)/C=C/c2ccc(Cl)cc2)c1C | / | -6 | 20 | -13 | -2 | -1 | 1 | -2 | -3 | /
Cc1nn(Cc2ccccc2)c(C)c1NC(=O)CCC(=O)O | / | 2 | 3 | 9 | 7 | -6 | -7 | 2 | 0 | 2.7
COc1ccc(CNC(=O)COC(=O)C2CC2C)cc1OC (centres undefined) | 1 | 5 | -3 | -8 | 1 | -10 | 0 | 3 | 1 | -2.4
Cc1[nH]c2ccccc2c1/C=C/C(=O)c1ccccc1 | / | -11 | 7 | -4 | -5 | -18 | 63 | 2 | 24 | 1.5
Cc1cc(C)c2nc(SCC(=O)NNC(=O)c3ccco3)c(C)cc2c1 | -5 | 15 | 12 | 5 | -2 | -12 | 28 | 3 | 4 | -0.9
COc1cc(C(=O)N/N=C(\C)Cn2nc([N+](=O)[O-])cc2C)ccc1O | / | 2 | -6 | 1 | 0 | 11 | -22 | -3 | -2 | -1.0
O=C(NC1CCCCC1)N1CCCC(c2nc3ccccc3[nH]2)C1 (centres undefined) | / | -1 | 1 | -6 | 1 | -25 | -26 | -3 | 2 | 1.7
CCN(CC(=O)N1CCc2ccccc2C1)S(=O)(=O)c1ccc2ccccc2c1 | / | -13 | -12 | -8 | -1 | -19 | -12 | 0 | -1 | -0.5
CSc1cccc(NC(=O)NCc2cccc(CNC(=O)Nc3cccc(SC)c3)c2)c1 | -3 | 25* | -32 | -17 | 3 | -3 | / | 9 | -1 | -0.6
Cc1ccc(S(=O)(=O)Oc2ccc(/C=C(/NC(=O)c3ccccc3)C(=O)NCC(=O)O)cc2)cc1 | -1 | -6 | -3 | 0 | -2 | / | -20 | / | 3 | -0.9
CC(=O)Nc1ccc(S(=O)(=O)N(C)CC(=O)Nc2cccc(S(=O)(=O)N3CCCC3)c2)cc1 | -1 | -13 | -4 | -11 | -6 | 9 | -29 | -4 | 1 | 1.0
O=C(NCCc1ccncc1)C(F)(F)F | 0 | 2 | -2 | 0 | 2 | 9 | -34 | 0 | -6 | 1.0
O=C(Cc1c[nH]c2ccccc12)NCc1ccccc1F | -3 | -6 | 7 | -18 | 1 | -8 | 19 | -7 | -1 | -2.2
CCc1ccc(OCC(=O)N2CCc3ccccc32)cc1 | 28 | -8 | 61 | 0 | -1 | -17 | -9 | 7 | -10 | 0.3

Assay outcomes (PubChem)
